Screening data deposited in PubChem BioAssay by several laboratories.
m-calpain inh: inhibitors of pig calpain II, primary screen, biochemical, fluorogenic peptide substrate, 1536-well | inhibition, % at 16 µM | 220,000 tested, 0.37% active | purified calpain II, 30 min | AID 1236, 2008;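 active = inhibition above about 50%, limit read from the data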
EBV gp42 block: Epstein-Barr virus gp42 inhibitors, primary screen, biochemical, uHTS, fluorescence polarization | Glycoprotein 42 (Epstein-Barr virus (strain AG876)), Q1HVG2 | Fluorescence polarization binding assay, mP read-out | 220,000 tested, 0.42% active | inhibition, % (tested at 21.74 µM) | AID 1085, 2008; in the data active = inhibition above about 50%
Target sequence (Q1HVG2 whole entry, looked up): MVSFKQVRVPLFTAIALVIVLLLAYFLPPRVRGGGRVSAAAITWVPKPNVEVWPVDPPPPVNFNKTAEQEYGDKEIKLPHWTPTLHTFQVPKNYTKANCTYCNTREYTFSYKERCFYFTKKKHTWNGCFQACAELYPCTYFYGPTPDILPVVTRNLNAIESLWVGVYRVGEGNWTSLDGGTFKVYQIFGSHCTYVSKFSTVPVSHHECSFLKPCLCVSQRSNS
Furin inh: human furin inhibitors, primary screen, biochemical, fluorescence intensity; 220,000 tested, 0.061% active; inhibition, % at 30 µM; AID 463115, 2010; purified furin, fluorogenic substrate cleavage; P09958; in the data active = inhibition above about 25%; also: inactives centre near -15
RBBP9 inhibitor: human RBBP9 inhibitors, primary screen, biochemical, fluorescence polarization, FP-Rh probe, HTS | recombinant RBBP9 | inhibition, % at 7.94 µM | 220,000 tested, 0.2% active | AID 1515, 2009;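 active = inhibition above the campaign mean of all tested compounds plus 3 SD, cut at about 14% in these data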;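 also: plate controls were DMSO wells with RBBP9 for no effect and wells lacking RBBP9 protein for full effect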
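Measured by: FP readout at 525/598 nm; material: recombinant human RBBP9; also added: Serine-hydrolase probe FP-Rh, 375 nM pre-mixing; medium: Tris buffer pH 8.0, NaCl, Pluronic; replication: one well per compound; doses: one concentration, 7.94 µM nominal, 0.794% DMSO; timing: preincubation 30 min plus labeling 45 min at 25 °C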
Runt-CBFb FRET: inhibitors of RUNX1 Runt–CBFb binding, primary screen, biochemical, FRET, Cerulean-Runt, Venus-CBFb, uHTS | Cerulean-Runt/Venus-CBFb FRET ratio 530/480, 1 h | 220,000 tested, 0.46% active | inhibition, % at 20 µM;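 active = inhibition over about 50% at 20 µM in the single-dose screen, limit read from the data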;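 also: 0% = DMSO wells and 100% = excess unlabeled CBFb competitor control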
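test system = Cerulean-Runt domain fusion protein, energy donor | probe or stimulus = Venus-CBFb binding partner, 100 nM | incubation = two 1 h room-temperature incubations shielded from light | detection = fluorescence energy transfer, 422 nm excitation, 530/480 nm emission | measure = loss of energy transfer signal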
p97 inhibitor: inhibitors of human p97 ATPase, primary screen, biochemical; Transitional endoplasmic reticulum ATPase (Homo sapiens), P55072; recombinant p97 ATPase, Kinase-Glo ATP luminescence, 3 h; inhibition, % at 8 µM; 220,000 tested, 0.42% active; AID 1481, 2009; in the data active = inhibition above about 15%;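 also: 0% = DMSO vehicle and 100% = wells lacking enzyme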
Runt-SMMHC FRET: inhibitors of RUNX1 Runt–CBFb-SMMHC binding, primary screen, biochemical, FRET, Cerulean-Runt, Venus-CBFb-SMMHC, uHTS; Runt-related transcription factor 1 (Homo sapiens) + Core-binding factor subunit beta …; Cerulean-Runt/Venus-CBFb-SMMHC FRET ratio 530/480, 1 h; inhibition, % at 20 µM; 220,000 tested, 0.74% active; AID 1434, 2008;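 active = mean inhibition across duplicate retests at 20 µM reaching about 50%, limit read from the data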;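 also: 0% = DMSO wells and 100% = wells with excess untagged CBFb-SMMHC; inhibitors lower the FRET ratio by blocking Runt binding to CBFb-SMMHC; some results filed as inactive read as strong as hits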
Tb hexokinase: Trypanosoma brucei hexokinase 1 inhibitors, primary screen, biochemical, G6PDH-coupled NADH absorbance, MLSCN library | inhibition, % at 10 µM | 220,000 tested, 0.11% active | hexokinase 1 [Trypanosoma brucei] | AID 1430, 2008 | recombinant TbHK1, G6PDH-coupled NADH A340;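 active = inhibition of 50% or more in the single-dose primary screen; inactive = inhibition below 50%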
NCF1 inh: p47phox/p22phox peptide binding inhibitors, primary screen, biochemical, uHTS, NADPH oxidase regulatory subunit; 220,000 tested, 0.53% active; inhibition, % at 24.7 µM; fluorescence polarization, 2 h;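 active = inhibition above about 30%, limit read from the data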;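 also: 0% = p47phox with labelled peptide and 100% = labelled peptide alone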
Target sequence (P14598 whole entry, looked up): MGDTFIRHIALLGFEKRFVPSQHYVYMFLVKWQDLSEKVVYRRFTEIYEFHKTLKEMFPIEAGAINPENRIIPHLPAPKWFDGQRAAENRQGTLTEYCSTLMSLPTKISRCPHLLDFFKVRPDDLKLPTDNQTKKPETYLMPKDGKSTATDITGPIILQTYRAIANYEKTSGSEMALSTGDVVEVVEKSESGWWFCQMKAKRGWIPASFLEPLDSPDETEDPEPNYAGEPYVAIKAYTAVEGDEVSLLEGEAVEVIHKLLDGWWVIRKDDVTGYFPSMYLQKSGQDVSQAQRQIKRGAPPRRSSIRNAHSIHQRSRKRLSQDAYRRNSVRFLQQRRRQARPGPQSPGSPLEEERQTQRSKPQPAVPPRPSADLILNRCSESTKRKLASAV
* = called active by the depositor; [ ] = remark or other dose.

| smiles | m-calpain inh | EBV gp42 block | Furin inh | RBBP9 inhibitor | Runt-CBFb FRET | p97 inhibitor | Runt-SMMHC FRET | Tb hexokinase | NCF1 inh |
| --- | --- | --- | --- | --- | --- | --- | --- | --- | --- |
| COc1ccc(CNCCCO)cc1OC | 21 | -5 | -13[20 µM] | 3 | -3 | 2 | -2 | 3 | 9 |
| COc1cccc(Nc2c(F)c(F)c(F)c(F)c2C(=O)O)c1 | -9 | -14 | -8[20 µM] | -7 | 1 | -2 | 0 | 3 | -8 |
| COc1ccc(/C=N/N2C(=O)C3C4C=CC(CC4)C3C2=O)c(OC)c1 (stereo not given) | 8 | 8 | -25 | 1 | -18 | 3 | -1 | -4 | 2 |
| COc1ccc(S(=O)(=O)N2CCCC2C(=O)Nn2cnnc2)cc1 (stereo not given) | 24 | -9 | -21 | -5 | 1 | -5 | 1 | -1 | -11 |
| COc1ccc(S(N)(=O)=O)cc1C(=O)N1CCCC1 | 20 | -3 | -17 | -5 | 0 | 0 | -2 | 8 | 4 |
| CCc1c(O)nc(SCC(=O)Nc2ccc(OC)cc2)n(C2CCCCC2)c1=O | -22 | -4 | -13 | -11 | 3 | -7 | -1 | -11 | -1 |
| Cc1ccc(CSc2nnc(Cn3c(=O)sc4ccccc43)n2C)cc1 | 7 | -20 | -24 | -7 | -1 | 0 | 11 | -3 | -3 |
| C=CCOc1ccccc1CN1CCC(CO)(CCOc2ccccc2)CC1 | 10 | -12 | -23 | -8 | 0 | 2 | -1 | 1 | 1 |
| O=C(Nc1ccc2c(c1)OCCO2)C1CCN(C(=O)c2ccc([N+](=O)[O-])cc2)CC1 | 11 | -7 | -4 | -4 | 0 | 5 | 0 | -6 | -6 |
| Cc1ccc(N(C(=O)CCC(=O)Nc2cc(C)on2)C(C(=O)NC2CCCC2)c2ccncc2)cc1 (stereo not given) | 38 | 4 | -23 | -10 | 3 | -7 | 1 | 0 | 2 |
| Cc1ccc(S(=O)(=O)/C(C#N)=C/c2c(N3CCN(C)CC3)nc3ccccn3c2=O)cc1 | -25 | 5 | 0 | -9 | 7 | -1 | 10 | -6 | -9 |
| c1ccc(-n2ncc3c(N4CCN(c5ccccn5)CC4)nc(N4CCCCCC4)nc32)cc1 | -15 | -9 | 4 | -11 | -2 | 2 | -4 | 2 | -1 |
| O=c1ccc(-c2nc3ccccc3n2Cc2ccccc2Cl)c[nH]1 | -34 | -4 | -13 | -7 | 18 | -4 | 3 | -11 | 1 |
| CCNC(=S)NCc1ccco1 | 10 | 6 | 1 | -12 | -1 | -6 | -2 | 38 | 2 |
| O=C(NC1CCCCC1)c1ccc(Cn2cc(Br)cn2)o1 | -23 | -2 | -4 | -11 | 4 | -4 | 3 | 7 | -2 |
| COc1ccc(CC(=O)Nc2ccc(N3CCCCC3)cc2)cc1 | 7 | -22 | -17 | -4 | 4 | 3 | 4 | -5 | 3 |
| O=C(NCc1ccc(F)cc1)c1cccc(S(=O)(=O)N2CCCC2)c1 | 9 | -12 | -11 | 5 | 0 | 5 | 5 | 10 | -4 |
| CCCc1ccc(C2C3=C(CC(C)(C)CC3=O)NC3=C2C(=O)c2ccccc23)cc1 (stereo not given) | -23 | 10 | -10[20 µM] | 2 | 4 | 3 | 3 | -12 | -12 |
| CC(=O)Nc1cccc2c1C(=O)N(c1cccc(OC(C)=O)c1)C2=O | 12 | -3 | -19 | -10 | -1 | 5 | -6 | -4 | -2 |
| CCN(CCCNC(=O)CCn1c(=O)[nH]c2ccccc2c1=O)c1cccc(C)c1 | -5 | -4 | -7 | -6 | -2 | 2 | 2 | -2 | -4 |
| O=C(O)CC1S/C(=N/N=C/C2CC=CCC2)NC1=O (stereo not given) | -12 | -1 | -22 | -11 | 0 | 4 | 2 | 1 | 4 |
| CCc1nnc(NC(=O)CCC(=O)NC2CCCc3ccccc32)s1 (stereo not given) | -3 | -12 | -14 | -2 | -2 | 5 | 4 | 31 | -29 |
| O=S(=O)(c1ccc(Cl)c(Cl)c1)N1CCc2nc3ccccc3n2CC1 | 27 | -15 | -2[20 µM] | -13 | 0 | -3 | -4 | 3 | -16 |
| CC(C)CC(=O)Nc1cc([N+](=O)[O-])ccc1Cl | -8 | 1 | -2[20 µM] | 5 | -1 | 0 | 4 | -11 | -17 |
| O=C(COc1ccc(Br)cc1Br)NC(=S)N1CCCc2ccccc21 | 7 | -27 | -15[20 µM] | 3 | 3 | -6 | -10 | 0 | -10 |

Eleven of the compounds above, with two lines to a compound.
Fields – m-calpain inh	EBV gp42 block	Furin inh	RBBP9 inhibitor	Runt-CBFb FRET	p97 inhibitor	Runt-SMMHC FRET	Tb hexokinase	NCF1 inh
c1ccc(-n2ncc3c(N4CCN(c5ccccn5)CC4)nc(N4CCCCCC4)nc32)cc1
→ -15	-9	4	-11	-2	2	-4	2	-1
O=c1ccc(-c2nc3ccccc3n2Cc2ccccc2Cl)c[nH]1
→ -34	-4	-13	-7	18	-4	3	-11	1
CCNC(=S)NCc1ccco1
→ 10	6	1	-12	-1	-6	-2	38	2
O=C(NC1CCCCC1)c1ccc(Cn2cc(Br)cn2)o1
→ -23	-2	-4	-11	4	-4	3	7	-2
COc1ccc(CC(=O)Nc2ccc(N3CCCCC3)cc2)cc1
→ 7	-22	-17	-4	4	3	4	-5	3
O=C(NCc1ccc(F)cc1)c1cccc(S(=O)(=O)N2CCCC2)c1
→ 9	-12	-11	5	0	5	5	10	-4
CCCc1ccc(C2C3=C(CC(C)(C)CC3=O)NC3=C2C(=O)c2ccccc23)cc1 (stereo not given)
→ -23	10	-10[20 µM]	2	4	3	3	-12	-12
CC(=O)Nc1cccc2c1C(=O)N(c1cccc(OC(C)=O)c1)C2=O
→ 12	-3	-19	-10	-1	5	-6	-4	-2
CCN(CCCNC(=O)CCn1c(=O)[nH]c2ccccc2c1=O)c1cccc(C)c1
→ -5	-4	-7	-6	-2	2	2	-2	-4
O=C(O)CC1S/C(=N/N=C/C2CC=CCC2)NC1=O (stereo not given)
→ -12	-1	-22	-11	0	4	2	1	4
CCc1nnc(NC(=O)CCC(=O)NC2CCCc3ccccc32)s1 (stereo not given)
→ -3	-12	-14	-2	-2	5	4	31	-29
